Screening data as filed in PubChem.
BioA inh: blocks M. tuberculosis BioA enzyme activity. purified M. tuberculosis BioA enzyme, plate reader. inhibition, % at 9.99 µM. 360,000 compounds, 0.096% hits; in the data active means inhibition above about 40%
The depositor's hits bear a star; & = joins results of further samples.

SMILES | BioA inh
COc1ccc(-c2ccc3c(c2)O[C@H](CN(C)Cc2cccnc2)[C@H](C)CN([C@@H](C)CO)S3(=O)=O)cc1 | -3.2
C[C@@H]1CN([C@H](C)CO)C(=O)Cc2cc(NC(=O)Nc3cccc4ccccc34)ccc2O[C@@H]1CN(C)C | 0.6
CO[C@H]1CN(C)C(=O)c2cc(NC(=O)NC3CCCCC3)ccc2OC[C@H](C)N(C(C)=O)C[C@@H]1C | 0.2
COc1ccc(CN(C)C[C@H]2OCCCC[C@@H](C)Oc3ccc(NS(=O)(=O)c4ccccc4)cc3C(=O)N([C@H](C)CO)C[C@@H]2C)cc1 | -1.7
C[C@@H]1CCCCO[C@@H](CN(C)C(=O)Nc2ccc(C(F)(F)F)cc2)[C@@H](C)CN([C@H](C)CO)C(=O)c2cc(NS(=O)(=O)c3ccccc3)ccc2O1 | -1.3
N#Cc1cccc(-c2ccc([C@H]3[C@H]4CN(C(=O)Nc5ccccc5)CCCCN4[C@H]3CO)cc2)c1 | -0.7
CN1CCN(C(=O)c2cc3c(c(-c4cccc(C#CCC5CCCC5)c4)n2)[C@@H](CCO)N(S(=O)C(C)(C)C)C3)CC1 (some centres not stated) | 1.9
O=C(C[C@@H]1CC[C@H](NC(=O)Nc2ccccc2F)[C@@H](CO)O1)NCc1ccc(Cl)cc1 | -3.1
O=C(C[C@H]1CC[C@@H](NC(=O)C2CC2)[C@H](CO)O1)NCC1CC1 | 1.3
O=S(=O)(c1ccc(F)cc1)N1CCCCN2[C@H](CO)[C@@H](c3ccc(-c4ccccc4)cc3)[C@H]2C1 | -2.8
C[C@H](CO)N1C[C@H](C)[C@H](CN(C)Cc2cccnc2)Oc2cc(/C=C/c3ccccc3)ccc2S1(=O)=O | -0.6
CN1C(=O)c2cc(NC(=O)Nc3ccccc3F)ccc2OC[C@H]2O[C@@H](CC(=O)Nc3cccc(Cl)c3)CC[C@@H]21 | 5.0
CC(C)NC(=O)N(C)C[C@H]1Oc2ccc(NC(=O)NC3CCCCC3)cc2CC(=O)N([C@H](C)CO)C[C@@H]1C | 0.0
O=C(Cc1ccccc1)N1CCCCN2[C@H](C1)[C@H](c1ccc(C#Cc3ccccc3)cc1)[C@@H]2CO | -1.9
CN(C)C(=O)[C@@H]1[C@@H](CO)[C@@H]2Cn3c(ccc(C4=CCCC4)c3=O)[C@@H]2N1Cc1ccccn1 | -3.8
CC(C)c1cn(CC[C@H]2CC[C@H](NS(=O)(=O)c3ccc(Cl)cc3)[C@@H](CO)O2)nn1 | -0.3
CCNC(=O)C[C@@H]1CC[C@@H]2[C@@H](COc3ccc(NC(=O)c4ccc(F)c(F)c4)cc3C(=O)N2C)O1 | 4.0
O=C(NCC[C@@H]1CC[C@@H](NC(=O)C2CCC2)[C@@H](CO)O1)c1cc(Cl)cc(Cl)c1 | 3.2
C[C@@H]1CN([C@@H](C)CO)C(=O)Cc2cc(NC(=O)Cn3cnnn3)ccc2O[C@@H]1CN(C)C(=O)Nc1cccc2ccccc12 | 0.9
COc1ccc(S(=O)(=O)Nc2ccc3c(c2)C(=O)N([C@@H](C)CO)C[C@H](C)[C@@H](CN(C)C(=O)Nc2cccc4ccccc24)OCCCC[C@H](C)O3)cc1 | -4.6
C[C@@H]1CN([C@@H](C)CO)C(=O)Cc2cc(NC(=O)CCC(F)(F)F)ccc2O[C@@H]1CN(C)Cc1ccc(Cl)c(Cl)c1 | 1.7
C[C@@H]1CCCCO[C@H](CN(C)C(=O)Nc2ccc(C(F)(F)F)cc2)[C@H](C)CN([C@@H](C)CO)C(=O)c2cc(NS(=O)(=O)c3ccccc3)ccc2O1 | -3.0
C[C@@H](O)C#Cc1ccc2c(c1)O[C@@H](CN(C)CC1CC1)[C@@H](C)CN([C@@H](C)CO)S2(=O)=O | -0.5
O=C(NC[C@H]1[C@H](c2ccccc2)[C@H](CO)N1Cc1cccnc1)c1ccccn1 | 2.4
CO[C@H]1CN(C)C(=O)c2cc(NS(=O)(=O)c3cccc(F)c3)ccc2OC[C@@H](C)N(C(=O)Cc2cccnc2)C[C@H]1C | 1.2
O=C(O)C1=C[C@@H](c2ccc3c(c2)Cc2ccccc2-3)C[C@@H](OCc2ccc(CO)cc2)O1 | 26.2
CCCC#Cc1ccc2c(c1)O[C@H](CN(C)CC1CC1)[C@H](C)CN([C@H](C)CO)S2(=O)=O | 3.2
C[C@H](CO)N1C[C@H](C)[C@@H](CN(C)C(=O)CN(C)C)Oc2cc(C3=CCCC3)ccc2S1(=O)=O | -0.5
C[C@H](CO)N1C[C@H](C)[C@H](CN(C)C)Oc2ncc(C#Cc3cccnc3)cc2C1=O | 4.8
CCCNC(=O)N1C[C@@H](C)[C@H](OC)CN(C)C(=O)c2cc(NS(=O)(=O)CC)ccc2OC[C@H]1C | -2.4

Part of the list above in order of SMILES length, low to high.
SMILES | BioA inh
O=C(NC[C@H]1[C@H](c2ccccc2)[C@H](CO)N1Cc1cccnc1)c1ccccn1 | 2.4
CCCC#Cc1ccc2c(c1)O[C@H](CN(C)CC1CC1)[C@H](C)CN([C@H](C)CO)S2(=O)=O | 3.2
C[C@H](CO)N1C[C@H](C)[C@@H](CN(C)C(=O)CN(C)C)Oc2cc(C3=CCCC3)ccc2S1(=O)=O | -0.5
CCNC(=O)C[C@@H]1CC[C@@H]2[C@@H](COc3ccc(NC(=O)c4ccc(F)c(F)c4)cc3C(=O)N2C)O1 | 4.0

Other results follow.
SMILES | BioA inh
CCNC(=O)[C@H]1[C@H](CO)[C@H]2Cn3c(ccc(-c4cccc(OC)c4)c3=O)[C@H]2N1S(C)(=O)=O | -2.3
C[C@H](CO)N1C[C@H](C)[C@@H](CN(C)C(=O)Nc2cccc3ccccc23)Oc2ccc(NC(=O)CCC(F)(F)F)cc2CC1=O | -0.5
O=C(c1ccc(F)cc1)N1C[C@@H]2[C@H](c3ccccc31)[C@H](CO)N2C(=O)c1ccccc1 | -2.6
C[C@@H]1CN([C@@H](C)CO)C(=O)c2cc(NC(=O)CCN3CCOCC3)ccc2O[C@@H]1CN(C)Cc1ccccc1 | -0.4
CC(=O)N(C)C[C@@H]1Oc2cc(C#Cc3ccccc3)ccc2S(=O)(=O)N([C@@H](C)CO)C[C@H]1C | -2.0
N#C[C@H]1[C@H](c2ccc(-c3cccnc3)cc2)[C@@H](CO)N1C(=O)C1CCOCC1 | 0.6
O=C(N[C@H]1CC[C@@H](CC(=O)N2CCN(c3ccccc3)CC2)O[C@@H]1CO)c1ccccc1 | -0.3
C[C@@H]1CN([C@@H](C)CO)C(=O)c2cc(NC(=O)c3ccncc3)ccc2O[C@@H](C)CCCCO[C@@H]1CN(C)C(=O)NC1CCCCC1 | 2.5
CCC(=O)N1[C@@H](CO)[C@@H]2c3ccccc3N(C(=O)Nc3ccc(Cl)cc3)C[C@@H]21 | -3.3
CC(C)NC(=O)N(C)C[C@@H]1OCCCC[C@@H](C)Oc2ccc(NC(=O)CCCCCC(=O)Nc3ccccc3N)cc2C(=O)N([C@H](C)CO)C[C@@H]1C | -1.3
CCCNC(=O)[C@@H]1[C@@H](CO)[C@@H]2Cn3c(cccc3=O)[C@H]1N2S(=O)(=O)c1ccccc1F | -1.4
Cc1ccc(S(=O)(=O)N(C)C[C@@H]2Oc3ncc(C#CC4(O)CCCC4)cc3C(=O)N([C@@H](C)CO)C[C@@H]2C)cc1 | 0.0
CNC[C@@H]1Oc2ccc(NC(=O)NC(C)C)cc2C(=O)N([C@@H](C)CO)C[C@H]1C | -0.2
CCCN1C[C@@H](C)[C@@H](OC)CN(C)C(=O)c2ccc(NS(=O)(=O)c3cn(C)cn3)cc2OC[C@@H]1C | -2.7
O=C(NCC[C@H]1CC[C@@H](NS(=O)(=O)c2cccc(F)c2)[C@H](CO)O1)C1CCCC1 | 0.1

For convenience, 2 of the compounds above:
SMILES | BioA inh
CCNC(=O)[C@H]1[C@H](CO)[C@H]2Cn3c(ccc(-c4cccc(OC)c4)c3=O)[C@H]2N1S(C)(=O)=O | -2.3
C[C@H](CO)N1C[C@H](C)[C@@H](CN(C)C(=O)Nc2cccc3ccccc23)Oc2ccc(NC(=O)CCC(F)(F)F)cc2CC1=O | -0.5

Continuation.
SMILES | BioA inh
C[C@H](CO)N1C[C@H](C)[C@H](CN(C)C(=O)Nc2ccc(F)cc2)Oc2ncc(-c3ccc(F)cc3)cc2C1=O | 2.1&0.9
C[C@@H]1CN([C@H](C)CO)C(=O)c2cccc(NS(=O)(=O)c3cccs3)c2O[C@@H]1CN(C)CC1CC1 | -2.1
C[C@H]1CN([C@@H](C)CO)C(=O)c2cccc(NS(=O)(=O)c3ccc(Cl)cc3)c2O[C@@H]1CN(C)C(=O)Nc1ccc(C(F)(F)F)cc1 | 0.7
C[C@@H]1CN([C@@H](C)CO)C(=O)c2cccc(NC(=O)C3CC3)c2O[C@H]1CN(C)C | -0.2
C[C@@H]1CN([C@@H](C)CO)C(=O)c2cc(NS(=O)(=O)c3ccccc3)ccc2O[C@H]1CN(C)C(=O)Nc1ccccc1 | -1.1
CN1C(=O)c2cc(NS(=O)(=O)c3ccccc3Cl)ccc2OC[C@@H]2O[C@H](CC(=O)O)CC[C@H]21 | -2.0
COc1cccc(C#Cc2ccc3c(c2)O[C@@H](CN(C)S(=O)(=O)c2ccccc2F)[C@H](C)CN([C@H](C)CO)S3(=O)=O)c1 | 0.8
CCCN(C)C[C@H]1OCCCC[C@H](C)Oc2ccc(NS(=O)(=O)c3ccccc3)cc2C(=O)N([C@H](C)CO)C[C@H]1C | -2.9
O=C(C[C@H]1C=C[C@H](NS(=O)(=O)c2ccccc2)[C@H](CO)O1)NCc1ccccc1F | -2.0
C[C@@H]1CN([C@H](C)CO)C(=O)c2cccc(NC(=O)c3nc4ccccc4s3)c2O[C@@H]1CN(C)C(=O)Nc1cccc2ccccc12 | -0.7
Cc1noc(C)c1NC(=O)N(C)C[C@@H]1Oc2ccc(NC(=O)NC3CCCCC3)cc2C(=O)N([C@@H](C)CO)C[C@@H]1C | -1.6
C[C@H](CO)N1C[C@H](C)[C@H](CN(C)Cc2ccncc2)Oc2c(NC(=O)Nc3ccc(C(F)(F)F)cc3)cccc2C1=O | -3.9
Cc1noc(C)c1S(=O)(=O)Nc1ccc2c(c1)C(=O)N([C@@H](C)CO)C[C@@H](C)[C@@H](CN(C)C(=O)Nc1ccc(F)cc1)OCCCC[C@@H](C)O2 | -0.1
O=C(C[C@@H]1CC[C@H]2[C@@H](COC[C@@H](O)CN2Cc2nccs2)O1)NCc1ccccc1Cl | -0.2
C[C@@H]1CN([C@H](C)CO)C(=O)c2cc(/C=C/c3ccccc3)cnc2O[C@H]1CN(C)C | -0.5

Look-ups from above.
C[C@H](CO)N1C[C@H](C)[C@H](CN(C)C(=O)Nc2ccc(F)cc2)Oc2ncc(-c3ccc(F)cc3)cc2C1=O – BioA inh = 2.1&0.9
C[C@@H]1CN([C@@H](C)CO)C(=O)c2cc(NS(=O)(=O)c3ccccc3)ccc2O[C@H]1CN(C)C(=O)Nc1ccccc1 – BioA inh = -1.1

Further results:
SMILES | BioA inh
C[C@H](CO)N1C[C@H](C)[C@@H](CN(C)C(=O)Nc2cccc3ccccc23)OCCCC[C@H](C)Oc2ccc(NC(=O)CCCN(C)C)cc2C1=O | -1.3
O=C(c1cccc(F)c1)N1C[C@H]2[C@@H](c3ccccc31)[C@H](CO)N2C(=O)C1CC1 | -2.9
C[C@@H]1CN([C@@H](C)CO)C(=O)c2cc(NC(=O)C3CCCCC3)ccc2O[C@@H]1CN(C)S(=O)(=O)c1cn(C)cn1 | -1.5
COCC(=O)Nc1ccc2c(c1)C(=O)N(C)[C@@H]1CC[C@H](CC(=O)NCCc3ccncc3)O[C@H]1CO2 | -4.3
CNC(=O)C[C@H]1CC[C@@H]2[C@H](COc3ccc(NC(=O)Cc4cccs4)cc3C(=O)N2C)O1 | 1.5
COc1cccc(CNC(=O)C[C@H]2CC[C@@H](NC(C)=O)[C@H](CO)O2)c1 | -2.6
O=C(C[C@@H]1C[C@H]2c3cc(NC(=O)NC4CCCCC4)ccc3O[C@H]2[C@H](CO)O1)NCc1ccccn1 | 2.3
COc1cccc(C(=O)Nc2ccc3c(c2)C(=O)N(C)[C@H]2CC[C@H](CC(=O)Nc4ccc5c(c4)CCCC5)O[C@@H]2CO3)c1 | -1.0
CNC[C@@H]1OCCCC[C@H](C)Oc2ccc(NS(=O)(=O)c3ccc(Cl)cc3)cc2C(=O)N([C@H](C)CO)C[C@@H]1C | -1.4
C[C@H]1CN([C@@H](C)CO)C(=O)c2ccccc2-c2ccccc2CO[C@H]1CN(C)C(=O)c1ccncc1 | 1.2
C[C@@H]1CN([C@@H](C)CO)C(=O)c2cc(NC(=O)c3ccccc3)ccc2O[C@@H](C)CCCCO[C@H]1CN(C)C(=O)CCC(F)(F)F | -1.0
C[C@H](CO)N1C[C@H](C)[C@@H](CN(C)C(=O)Nc2ccccc2F)Oc2ncc(-c3cccc(F)c3)cc2C1=O | -0.4
CC(C)NC(=O)N1C[C@H]2[C@@H](c3ccccc31)[C@@H](CO)N2C(=O)c1ccccc1F | 4.0
C[C@H](CO)N1C[C@H](C)[C@@H](CN(C)S(=O)(=O)c2ccccc2)OCCCC[C@H](C)Oc2ccc(NC(=O)Cc3ccccc3)cc2C1=O | 1.2
COc1ccc(CN(C)C[C@@H]2OCCCC[C@@H](C)Oc3ccc(NS(=O)(=O)c4ccccc4)cc3C(=O)N([C@@H](C)CO)C[C@@H]2C)cc1 | 0.0

Given as comma-separated lines: part of the list above
compound,BioA inh
O=C(c1cccc(F)c1)N1C[C@H]2[C@@H](c3ccccc31)[C@H](CO)N2C(=O)C1CC1,-2.9
C[C@@H]1CN([C@@H](C)CO)C(=O)c2cc(NC(=O)C3CCCCC3)ccc2O[C@@H]1CN(C)S(=O)(=O)c1cn(C)cn1,-1.5
COCC(=O)Nc1ccc2c(c1)C(=O)N(C)[C@@H]1CC[C@H](CC(=O)NCCc3ccncc3)O[C@H]1CO2,-4.3

More records follow:
SMILES | BioA inh
COc1ccc(CN(C)C[C@@H]2Oc3ccc(NC(=O)Nc4c(C)noc4C)cc3C(=O)N([C@@H](C)CO)C[C@H]2C)cc1 | 0.9
CC(C)CC#Cc1ccc2c(c1)O[C@H](CN(C)C(=O)c1cccnc1)[C@H](C)CN([C@@H](C)CO)S2(=O)=O | 0.8
Cc1ccccc1S(=O)(=O)N1C[C@@H](O)COC[C@@H]2O[C@@H](CC(=O)NCCc3ccccc3)CC[C@H]21 | 2.3
C[C@@H]1CCCCO[C@H](CN(C)C(=O)Nc2ccccc2)[C@@H](C)CN([C@@H](C)CO)C(=O)c2cc(NS(=O)(=O)c3cn(C)cn3)ccc2O1 | -0.6

An excerpt. The share of hits here may be higher or lower than overall.
